Screening results from PubChem.
Artemis inh: inhibitors of human Artemis endonuclease activity; Q96SD1; recombinant Artemis, quenched FAM hairpin cleavage fluorescence; inhibition, % at 10 µM; 0.78% of 30,000 active;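 active = at 10 µM dose, at least 30% inhibition, measured as corrected fluorescence normalized to stimulator and neutral control wells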
Target sequence (Q96SD1 whole entry, looked up): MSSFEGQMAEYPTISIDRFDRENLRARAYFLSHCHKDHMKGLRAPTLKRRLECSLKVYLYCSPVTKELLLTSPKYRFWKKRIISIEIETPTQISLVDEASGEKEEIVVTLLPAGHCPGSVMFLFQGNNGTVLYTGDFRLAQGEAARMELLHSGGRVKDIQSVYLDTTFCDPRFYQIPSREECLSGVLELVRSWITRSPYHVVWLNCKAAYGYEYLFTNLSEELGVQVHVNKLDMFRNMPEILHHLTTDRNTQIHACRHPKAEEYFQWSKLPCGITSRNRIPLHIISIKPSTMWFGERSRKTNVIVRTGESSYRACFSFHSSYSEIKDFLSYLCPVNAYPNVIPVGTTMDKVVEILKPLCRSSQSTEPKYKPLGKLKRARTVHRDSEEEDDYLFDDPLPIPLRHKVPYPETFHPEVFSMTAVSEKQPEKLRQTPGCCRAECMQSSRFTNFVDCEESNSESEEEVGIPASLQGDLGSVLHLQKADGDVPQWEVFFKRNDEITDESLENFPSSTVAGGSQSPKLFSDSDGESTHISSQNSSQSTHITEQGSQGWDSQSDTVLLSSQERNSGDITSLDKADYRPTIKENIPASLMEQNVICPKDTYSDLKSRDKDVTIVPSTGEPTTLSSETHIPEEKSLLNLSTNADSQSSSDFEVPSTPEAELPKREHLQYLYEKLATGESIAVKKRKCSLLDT
Numbers without * were called inactive.

The first six entries as a preview:
| molecule | Artemis inh |
| --- | --- |
| O=c1c2ccccc2n(Cc2ccc(F)cc2)c(=O)n1C1CCCC1 | 4 |
| C=CCn1c(SCC(=O)c2cc(C)n(CCOC)c2C)nc2sc(C)c(C)c2c1=O | 0 |
| CC(=O)Nc1ccc(C(=O)Nc2ccc(S(=O)(=O)N3CCCC3)cc2)cc1 | 2 |
| O=C(Nc1ccccc1-c1ccccc1)c1ccc(NC(=O)c2ccco2)cc1 | -3 |
| O=[N+]([O-])c1cnccc1Nc1ccc(F)cc1 | -8 |
| COc1ccc(C2=C(Nc3ccc(F)cc3)c3ccccc3C2=O)cc1 | -3 |

All compounds of this part, repeating the preview:
| molecule | Artemis inh |
| --- | --- |
| O=c1c2ccccc2n(Cc2ccc(F)cc2)c(=O)n1C1CCCC1 | 4 |
| C=CCn1c(SCC(=O)c2cc(C)n(CCOC)c2C)nc2sc(C)c(C)c2c1=O | 0 |
| CC(=O)Nc1ccc(C(=O)Nc2ccc(S(=O)(=O)N3CCCC3)cc2)cc1 | 2 |
| O=C(Nc1ccccc1-c1ccccc1)c1ccc(NC(=O)c2ccco2)cc1 | -3 |
| O=[N+]([O-])c1cnccc1Nc1ccc(F)cc1 | -8 |
| COc1ccc(C2=C(Nc3ccc(F)cc3)c3ccccc3C2=O)cc1 | -3 |
| COCCn1nnnc1C(CC(C)C)N1CCN(c2cccc(OC)c2)CC1 (centres undefined) | 1 |
| CC1=CCC(COC(=O)Nc2ccccc2)CC1 (centres undefined) | -7 |
| CCC(C)NC(=O)C1CCCN(S(=O)(=O)c2ccc(-n3cnnn3)cc2)C1 (centres undefined) | 3 |
| C=CCNC(=O)CN(c1ccc(F)cc1)S(=O)(=O)c1ccc(OC)cc1 | -5 |
| NC(=O)CN1CCN(c2ccccc2F)CC1 | -5 |
| CCc1nnc(NC(=O)CSc2nc3c(cc2C#N)CCC3)s1 | 2 |
| CC1=[N+]([O-])C(C)(C)C(C)N(O)C1=O (centres undefined) | 4 |
| CCn1c(CSc2nc3ccccc3s2)nnc1SCC(=O)c1ccc(Cl)cc1 | 10 |
| COc1ccc(C(C)=O)cc1COc1ccc(-n2cnnn2)cc1 | 7 |
| Cc1ccccc1NC(=O)CSC1=C(C#N)C(c2ccsc2)CC(=O)N1 (centres undefined) | 0 |
| O=C(c1ccccc1)N1CCc2ccccc21 | 5 |
| Cn1c(SCC(=O)Nc2ccc3nc(SCC(=O)N4CCCC4)sc3c2)nnc1-c1ccc(N)cc1 | 21 |
| Cc1ccc(C)c2[nH]c(=O)c(C(c3nnnn3CCc3ccccc3)N3CCOCC3)cc12 (centres undefined) | 3 |
| CCn1c(=O)cc(N2CCCCC2)[nH]c1=O | 4 |
| Cc1cc(O)c(/C=N/Nc2ccccc2)c(=O)o1 | 0 |
| CSc1ccc(Cl)c(C(=O)NCCOc2ccccc2)c1 | -6 |
| Cc1c(C#N)c(N)c(C(=O)c2ccccc2)n1Cc1ccccc1 | -5 |
| CC(C)(C)c1ccc(C(=O)c2c[nH]c(C(=O)NCC3CCCO3)c2)cc1 (centres undefined) | 6 |
| COc1ccc(/C=C2\N=C(SC)SC2=O)cc1OC | -2 |
| Cn1c(SCc2nc(-c3cccs3)no2)nnc1C1CCCCC1 | 2 |
| CCN(CC)S(=O)(=O)c1ccc(C(=O)OCn2nnc3ccccc3c2=O)cc1 | 3 |
| c1ccc(-n2c(-c3ccco3)nnc2-c2ccco2)cc1 | 1 |
| CC1CN(c2oc(-c3ccco3)nc2C#N)CC(C)O1 (centres undefined) | -11 |
| Cc1cc(C(F)(F)F)c(C#N)c(Sc2ccccc2)n1 | -2 |
| CCOc1ccc(-c2nc3n(c(=O)c2C#N)CCCS3)cc1 | 5 |
| CCOC(=O)c1csc(NC(=O)CSc2nnnn2-c2cccc(OC)c2)n1 | 2 |
| CCNC(=O)NC(=O)C(C)OC(=O)c1oc2ccc(OCC)cc2c1C (centres undefined) | 0 |
| O=C(CNC(=O)c1ccc(Oc2ccccc2)cc1)OC1CCCCC1=O (centres undefined) | 3 |
| CN(C)CCCOC(=O)CCc1ccccc1 | -8 |
| COC(=O)c1ccccc1NC(=O)c1ccco1 | -2 |
| Cc1[nH]n(-c2ccccc2)c(=O)c1-c1ccccc1 | 4 |
| CCOC(=O)c1c(NC(=O)CCl)sc(C(=O)N(CC)CC)c1C | 4 |
| CC(NC(=O)Nc1nnc(C(F)(F)F)s1)N1C(=O)C2C3C=CC(C3)C2C1=O (centres undefined) | -7 |
| c1ccc(CCc2nc(-c3ccncc3)no2)cc1 | 4 |
| CC12CC(NC(=O)N1c1ccc(C(=O)N3CCN(c4ccc(F)cc4)CC3)cc1)c1ccccc1O2 (centres undefined) | 8 |
| Cc1cccc2cc(C#N)c(SCC(=O)N3CC(=O)Nc4ccccc43)nc12 | 26 |
| Cn1nnnc1SCC(=O)N1CCN(c2cccc(Cl)c2)CC1 | -9 |
| CC(C)COc1ccc(C(=O)NC(CC(C)C)C(=O)O)cc1 (centres undefined) | -2 |
| CC(NC(N)=O)C(=O)OCc1ccc(Cl)cc1Cl (centres undefined) | 0 |
| COC(=O)c1[nH]c2ccc(C)cc2c1NC(=O)CN1CCc2cc(OC)c(OC)cc2C1 | -5 |
| CC(=O)c1ccc(CCCCCCCCCC(=O)O)s1 | 9 |
| CCOC(=O)C1=C(O)CSC1=Nc1cccc(Cl)c1 | -2 |
| COC(=O)c1ccccc1S(=O)(=O)NC(=O)c1ccccc1 | -8 |
| CCCCn1c(=O)n(C)c(=O)c2c3c(sc21)COC(C)(C)C3 | -7 |
| O=C(NCC(F)(F)F)Nc1cccnc1 | 3 |
| COc1ccc(O)c(-c2cc(C(F)(F)C(F)F)nc(-c3ccccc3)n2)c1 | -10 |
| Cc1onc(-c2ccccc2Cl)c1C(=O)Nc1ccccc1C(N)=O | 5 |
| O=C(c1ccc(Cl)cc1)N1CCN(C(=O)c2ccco2)CC1 | -4 |
| O=C(COc1ccccc1)NCC(=O)Nc1ccc(S(=O)(=O)NCc2ccco2)cc1 | -9 |
| COc1ccc(Cl)cc1NC(=O)CCn1cnc2ccccc2c1=O | 13 |
| COc1ccc2cc(C(=O)NC3CCCCC3)c(=O)oc2c1 | -4 |
| O=C(Nc1ccccc1)c1nnsc1S(=O)(=O)c1ccc(Cl)cc1 | -6 |
| COCC(=O)N1CCN(c2ccc([N+](=O)[O-])cc2)CC1 | -3 |
| CCSc1nc(N2CCOCC2)c2c(c1C#N)CC(C)(C)N(C)C2 | 6 |

Quoted from above (3 entries):
| molecule | Artemis inh |
| --- | --- |
| COC(=O)c1[nH]c2ccc(C)cc2c1NC(=O)CN1CCc2cc(OC)c(OC)cc2C1 | -5 |
| CC(=O)c1ccc(CCCCCCCCCC(=O)O)s1 | 9 |
| CCOC(=O)C1=C(O)CSC1=Nc1cccc(Cl)c1 | -2 |

Later entries:
| molecule | Artemis inh |
| --- | --- |
| CCCC(=O)NC(=S)Nc1cccc(C(C)=O)c1 | -12 |
| Cn1c(=O)c2c(nc(N3CCNCC3)n2Cc2cccc3ccccc23)n(C)c1=O | 5 |
| COc1ccc(-c2noc(-c3ccc(C)cc3)n2)cc1 | 0 |
| COc1ccc(NC(=O)CCN2CCN(S(=O)(=O)c3cc(Cl)ccc3OC)CC2)cc1 | -5 |
| NC(=O)c1ncc(C(F)(F)F)cc1Oc1ccc(C(F)(F)F)cc1 | -3 |
| Cc1noc(C)c1C(=O)N1CC(C)OC(C)C1 (centres undefined) | -10 |
| CCCOC(=O)C1=C(C)NC2=C(C(=O)CC(C)(C)C2)C1c1ccc(N(C)C)cc1 (centres undefined) | -3 |
| O=C(Cc1cccs1)Nc1ccccc1NC(=O)Cc1cccs1 | -1 |
| O=C(CN1CCN(c2ccccn2)CC1)NCCc1ccccc1 | 1 |
| CC(=O)Nc1cccc(Cl)c1C(=O)O | 1 |
| CCOC(=O)c1c(-c2ccc(-c3ccccc3)cc2)csc1NC(=O)C1C2CCC(O2)C1C(=O)O (centres undefined) | 28 |
| O=c1oc2ccccc2c2c1C(c1ccc(Cl)cc1)Nc1ccc3ccccc3c1-2 (centres undefined) | 9 |
| Cc1cccc2c1Sc1ccccc1CC2=O | 10 |
| C=C(C)CSc1nc2ncccc2[nH]1 | -9 |
| Cc1cc(C)nc(Nc2n[nH]c(COc3ccccc3)n2)n1 | 7 |
| CCc1ccc(C(=O)COC(=O)CNC(=O)c2cccs2)cc1 | -4 |
| CN(C)CCCC(=O)c1ccc2c(c1)OCO2 | -5 |
| Cc1[nH]n(-c2ccccc2)c(=O)c1C(C[N+](=O)[O-])c1ccccc1Cl (centres undefined) | 13 |
| CCc1ccc(/C=C/C(=O)c2cc(Br)ccc(=O)c2O)cc1 | 13 |
| COC(=O)c1ccccc1NC(=S)NC(=O)COc1ccccc1 | 0 |
| O=c1cc(O)c(-c2ccccc2Cl)c(Cl)[nH]1 | 3 |
| CC(C(=O)N/N=C/c1ccc(N(C)C)c(Br)c1)N(c1ccccc1)S(C)(=O)=O (centres undefined) | 3 |
| Cc1ccc(S(=O)(=O)N/N=C2/CC(c3ccccc3)Oc3ccccc32)cc1 (centres undefined) | 4 |
| CCC(Sc1nc2n[nH]c(C)c2c(=N)n1-c1cccc(Cl)c1)C(=O)NCCOC (centres undefined) | 1 |
| CC(=O)c1ccc(-n2c(-c3cc(-c4ccco4)[nH]n3)n[nH]c2=S)cc1 | 6 |
| CCOC(=O)N1CCN(c2ccc3nnnn3n2)CC1 | 10 |
| COc1ccc(C(N)=O)cc1NC(=O)c1cccc(F)c1 | -4 |
| COCCn1c(SCC(=O)Nc2sccc2C(N)=O)nc2cc(Cl)ccc2c1=O | 3 |
| COc1ccc(C)cc1NC(=O)CN1CCN(S(=O)(=O)c2ccc(F)cc2)CC1 | -2 |
| O=C(CCCN1C(=O)CCC1=O)Nc1cccc(C(F)(F)F)c1 | 7 |
| N#CC1=C(N)C(C#N)(C#N)C(c2ccncc2)C2CN(C(=O)OCc3ccccc3)CC=C12 (centres undefined) | 1 |
| CCN(CC)C(=O)c1sc(NC(=O)c2ccoc2C)c(C(=O)OC)c1C | -2 |
| COc1cccc(C2C(C#N)=C(N)Oc3c2oc(CO)cc3=O)c1 (centres undefined) | -3 |
| CC1(C)C(=O)C2(CCCC2)C(=O)OC1c1ccco1 (centres undefined) | -13 |
| Cc1ccc(Sc2cnc3ccccc3n2)cc1 | -1 |
| O=S(=O)(N1CCOCC1)N1CCCN(S(=O)(=O)N2CCOCC2)CC1 | -15 |
| COc1cc2c(cc1OC)C(c1ccc3c(c1)OCO3)C1=C(CC(C)(C)CC1=O)N2 (centres undefined) | -1 |
| Cc1ccccc1NC(=S)NCc1ccc2c(c1)OCO2 | 0 |
| N#Cc1c2c(nc(N)c1-c1ccccc1)CCCCC2 | -7 |
| COC(=O)C1=CNC=C(C(=O)OC)C1c1ccccc1Cl | 7 |
| COc1ccccc1C(=O)Nc1cccc(N(C)S(C)(=O)=O)c1 | -2 |
| O=C1O/C(=C/C(=O)N2CCOCC2)c2ccccc21 | -4 |
| COc1ccc(Cl)cc1C(=O)NNC(=S)NC(=O)c1cc(-c2ccccc2)nc2ccccc12 | 5 |
| O=C(C1CCC1)N1CCC(c2nc3c(nnn3Cc3c(F)cccc3Cl)c(=O)[nH]2)CC1 | 1 |
| COc1ccc(C(=O)NNC2=NC(C)(C)Cc3cc(C)c(C)cc32)cc1 | 1 |
| C=CCn1c(N)c(C(=O)Nc2ccccc2)c2nc3ccccc3nc21 | 16 |
| Cc1ccc2occ(/C=N/O)c(=O)c2c1 | 9 |
| CC1CCCCN1C(=O)c1cc(F)c(F)cc1Cl (centres undefined) | -2 |
| CCc1cccc2c(C#N)cn(CC(=O)NCc3ccco3)c12 | 8 |
| CC(C)c1ccc(OCc2nc(-c3ccccn3)no2)c(Br)c1 | 5 |
| Cn1nnnc1SCC(=O)Nc1c(Cl)cccc1Cl | 8 |
| COc1ccc(-c2coc3cc(OC)cc(O)c3c2=O)cc1 | -4 |
| O=C(Nc1ccc(-c2noc(-c3cccs3)n2)cc1)c1cccnc1 | 3 |
| COc1ccccc1CN(CC(=O)NCc1ccco1)C(=O)CNS(=O)(=O)c1ccc(C)cc1 | -2 |
| COc1cccc(NS(=O)(=O)c2ccc3[nH]cc(C(=O)NCCC(C)C)c(=O)c3c2)c1 | 7 |
| Cc1ccc(S(=O)(=O)NCCCN2CCOCC2)c(C)c1 | -6 |
| Cc1cc(C(=O)CSc2nnc(N)s2)c(C)n1-c1c(C)n(C)n(-c2ccccc2)c1=O | -10 |
| COc1ccc(CC(=O)n2c(CC#N)nc3ccccc32)cc1OC | 2 |
| c1ccc(COc2ccc(OCCCN3CCCCC3)cc2)cc1 | 3 |
| CCOC(=O)N1CCN(S(=O)(=O)c2c(C)nn(C)c2C)CC1 | -1 |

(list continues)
| molecule | Artemis inh |
| --- | --- |
| CCN(CC(=O)NC(C)C)Cc1nc2sc3c(c2c(=O)[nH]1)CCC3 | -2 |
| COCCNC(=O)C1CCCN(c2nn3c(=O)cc(C)nc3s2)C1 (centres undefined) | 9 |
| Cc1ccc(-c2c(C)c(-c3ccc(F)cc3)nc(N)c2C#N)o1 | 8 |
| Cc1ccc(OCC(O)CN2C(=O)NC(C)(C)C2=O)cc1 (centres undefined) | -3 |
| CCn1c(-c2cccc(Cl)c2)n[nH]c1=S | -1 |
| CC(=O)c1c(C(C)=O)c(C)n(-c2ccc(C(=O)O)cc2)c1C | -6 |
| CCC(=O)Nc1ccc2oc(-c3ccccc3Br)nc2c1 | -3 |
| CSc1nc(Oc2ccc3ccccc3c2)c2sccc2n1 | -2 |
| CC[n+]1c(S(=O)(=O)[O-])ccc2ccc(C)cc21 | 5 |
| Cn1cccc1CNC(=O)Nc1ccc(Cl)cc1 | -8 |
| O=C(CCNC(=O)c1ccccc1)OCN1C(=O)c2ccccc2C1=O | -6 |
| Cc1ccc(C(c2nnnn2CC2CCCO2)N2CCN(C(=O)c3ccco3)CC2)cc1 (centres undefined) | 2 |
| COc1ccc(C2C(C#N)=C(N)Oc3cc(C)[nH]c(=O)c32)c(OC)c1OC (centres undefined) | -6 |
| C/C(Cl)=C/Cn1c(SCC(C)C)nc2c1c(=O)[nH]c(=O)n2C | -6 |
| COc1ccc(N/C(N)=N/c2nc(CSc3ccc(C)cc3)cc(=O)[nH]2)cc1 | 14 |
| O=C(CSc1ncnc2sc3c(c12)CCCCC3)NCc1ccco1 | 10 |
| CC(C)NC(=O)C(=O)NNC(=O)C12CC3CC(CC(C3)C1)C2 | -4 |

Some of the compounds tested; the hit share may differ from the screen's.
